Assay outcomes: PubChem, National Center for Advancing Translational Sciences (NCATS)
FLuc counter – counter-screen for miR-21 project: firefly luciferase inhibitors or activators. P08659. 360,000 tested, 6.9% active. Potency, µM (doses to about 57.5 µM), without a hit: top-dose activity change, negative = inhibition, most hits filed as inhibitors. AID 588342. purified FLuc, Km substrates, luminescence inhibition;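 note: potency is the fitted concentration of half-maximal effect; plate controls were vehicle for no effect and reference inhibitor for full effect; nearly all actives have a fitted effect of over 55% in size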
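Purified P. pyralis luciferase (10nM final) with 10uM D-luciferin and 10uM ATP (Km levels) in 50mM Tris acetate pH 7.5, 10mM Mg acetate, 0.01% Tween-20, 0.05% BSA; qHTS 6-point titration, ~60 µM downward; luminescence read.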
KCNH2 3.1 block – blocks the human KCNH2 3.1 channel isoform; activity change, % (tested at about 1.8 µM); 340,000 tested, 0.95% active; U2OS KCNH2 3.1, thallium flux FluxOr; stronger effect = lower value; AID 720553;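 active = maximum activity change below -70%; inconclusive = maximum activity change from -70% to -50%; inactive = maximum activity change above -50%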;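 note: thallium influx rate constant from kinetic fluorescence after stimulation buffer; % is set by controls: 0 for no effect and ±100 for the full control effect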
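We transduce U2OS cells with the mutant 3.1 virus, culture them overnight, load FluxOr with Red40 quencher for 45 min, then add stimulation buffer and read kinetically for 2 min to derive a normalized rate constant.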
RORgamma inh – blocks mouse ROR gamma transcriptional activity; Drosophila S2 Gal4-RORgamma UAS-luciferase reporter, 20 h; Potency, µM (titrated, usually from 53.6 µM), for the others: top-dose activity change, negative = inhibition, hits mostly inhibitors; 310,000 tested, 5.4% active; AID 2551; P51450; note: potency is the fitted concentration of half-maximal effect; % is set by controls: 0 for no effect and ±100 for the full control effect; nearly all actives have a fitted effect of over 60% in size
Target sequence (P51450 whole entry, looked up, the tested form may be a part): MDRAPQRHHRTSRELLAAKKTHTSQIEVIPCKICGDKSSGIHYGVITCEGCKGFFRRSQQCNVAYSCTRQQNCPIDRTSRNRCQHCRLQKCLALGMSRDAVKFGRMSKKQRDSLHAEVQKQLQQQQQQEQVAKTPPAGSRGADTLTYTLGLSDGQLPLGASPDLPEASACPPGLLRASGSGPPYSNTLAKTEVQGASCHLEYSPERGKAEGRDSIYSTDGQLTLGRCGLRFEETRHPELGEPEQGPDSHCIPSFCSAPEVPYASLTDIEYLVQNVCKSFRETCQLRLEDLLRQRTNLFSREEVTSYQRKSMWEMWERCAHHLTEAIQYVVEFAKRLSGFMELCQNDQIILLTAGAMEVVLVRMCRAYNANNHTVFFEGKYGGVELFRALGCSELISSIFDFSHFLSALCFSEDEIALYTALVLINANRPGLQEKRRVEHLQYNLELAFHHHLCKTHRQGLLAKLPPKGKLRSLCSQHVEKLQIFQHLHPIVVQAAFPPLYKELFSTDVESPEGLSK
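In this cell-based reporter format, copper sulfate (700 uM final) drives Gal4–ROR gamma fusion expression from a metallothionein promoter in Drosophila Schneider cells; compounds preincubated 1 hr, reporter read after 20 hr at ambient temperature.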
VP16 counter – inhibits Gal4-VP16 luciferase reporter, ROR gamma counter-screen; Drosophila S2 Gal4-VP16 UAS-luciferase, luminescence, 20 h; Potency, µM (top dose mostly 53.6 µM), without a hit: at the highest dose activity, negative = inhibition, hits mostly inhibitors; 310,000 tested, 3.5% active; AID 2546;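 note: Gal4-VP16 expression switched on by copper sulfate through the metallothionein promoter; potency is the fitted concentration of half-maximal effect; % is set by controls: 0 for no effect and ±100 for the full control effect; nearly all actives have a fitted effect of over 50% in size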
Mito fusion act – blocks mitochondrial division or promotes mitochondrial fusion | S. cerevisiae fusion-defective mutant growth rescue, CellTiterGlo 48 h | Potency, µM (top dose mostly 46.1 µM), for the others: at the highest dose growth rescue (activation), most hits filed as activators | 320,000 tested, 0.23% active;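 note: potency is the fitted concentration of half-maximal effect; % of control where 0% means no effect; nearly all actives have a fitted effect of over 45% in size; temperature-sensitive fusion mutants such as fzo1-1 at 37 °C on non-fermentable ethanol glycerol medium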
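Temperature-sensitive fusion-defective S. cerevisiae (e.g. fzo1-1, mgm1-5) were grown with compound in YPEG medium (3% ethanol, 3% glycerol) for 48 hours at 37C. Growth rescue was measured as viability by CellTiterGlo luminescence after 10 minutes at ambient.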
MBNL1 CUG block – blocks human MBNL1 binding to CUG repeat RNA; Q9NR56; TR-FRET MBNL1-His/biotin-(CUG)12 binding, 665/545 ratio; Potency, µM (top dose mostly 57.5 µM), for the others: top-dose activity change, negative = inhibition, actives largely listed as inhibitors; 280,000 tested, 0.036% active; AID 2675; active = well fitted inhibition curve with a large enough effect in the signal ratio, with a control signal flat, not every such curve was filed as active; inconclusive = small, poorly fitted or top-dose-only effect, or effect the other way, or a change in a side signal; inactive = no such curve, though single readings can be large or run the other way; the % refers to the signal ratio; note: potency is the fitted concentration of half-maximal effect; % is set by controls: 0 for no effect and ±100 for the full control effect
Target sequence (Q9NR56 whole entry, looked up): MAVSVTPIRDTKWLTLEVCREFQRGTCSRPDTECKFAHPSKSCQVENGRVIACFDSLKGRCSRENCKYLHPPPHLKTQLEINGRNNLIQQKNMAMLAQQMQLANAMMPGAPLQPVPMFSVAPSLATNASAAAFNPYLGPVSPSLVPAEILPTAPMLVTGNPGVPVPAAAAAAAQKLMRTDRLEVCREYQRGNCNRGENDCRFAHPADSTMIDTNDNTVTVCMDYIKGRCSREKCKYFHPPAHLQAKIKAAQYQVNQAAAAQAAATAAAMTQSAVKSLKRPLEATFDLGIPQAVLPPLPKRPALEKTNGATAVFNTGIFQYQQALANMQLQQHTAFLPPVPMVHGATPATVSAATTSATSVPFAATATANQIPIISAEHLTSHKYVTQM
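Compound titration spanned 92 nM–58 uM against the MBNL1-His/biotin-(CUG)12 complex. After 60 min at room temperature with 5 nM streptavidin-XL665 and 0.055 ng/ul terbium anti-His, ratiometric 665/545 nm emission (Ex 340 nm) normalized to controls.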
Menin-MLL TR inh – inhibitors of human menin-MLL interaction, mutant MLL peptide | O00255 | Menin + Texas Red MLL mutant peptide, fluorescence polarization | Potency, µM (series often up to 61.6 µM), without a hit: at the highest dose FP activity change, negative = inhibition, usual class: inhibitors | 270,000 tested, 0.23% active | AID 1768; active = well fitted inhibition curve with a large enough effect in the polarisation, with a control signal flat, not every such curve was filed as active; inconclusive = small, poorly fitted or top-dose-only effect, or effect the other way, or a change in a side signal; inactive = no such curve, though single readings can be large or run the other way; the % refers to the polarisation; note: potency is the fitted concentration of half-maximal effect; % of control where 0% means no effect; many of its hits are not listed in these tables
PKM2 activator – PKM2 (human) enzyme activation; purified PKM2, Kinase-Glo ATP luminescence, activation; response scale: 0% is enzyme alone, no compound; Potency, µM (doses to about 57.5 µM), for the others: at the top dose activation, most hits filed as activators; AID 1631; 260,000 tested, 0.34% active; note: potency is the fitted concentration of half-maximal effect; % is set by controls: 0 for no effect and ±100 for the full control effect; nearly all actives have a fitted effect of over 55% in size
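Purified hPK-M2 (>95%) run at intermediate activity with 0.1 mM ADP and 0.5 mM PEP in 50 mM imidazole pH 7.2, KCl, MgCl2; 1 h room temperature. ATP formed read by Kinase-Glo luminescence; normalized to uninhibited and no-enzyme controls.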
Rab9 promoter act – Rab9 promoter activation; Potency, µM (titrated, usually from 9.22 µM), for inactives: at the top dose activation, negative = inhibition, usual class: activators; Huh7 Rab9 promoter-luciferase reporter, luminescence, 24 h; AID 485297; 320,000 tested, 2.8% active; note: potency is the fitted concentration of half-maximal effect; % of control where 0% means no effect; nearly all actives have a fitted effect of over 60% in size
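Quantitative HTS format; Huh7 Rab9-luciferase reporter cells (1500/well) receive compound 2 h post-plating, incubate 24 h at 37 °C, then get luciferase reagent for 10 min before luminescence reading.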
NPC1 prom act – activates the NPC1 promoter | Huh7 NPC1 promoter luciferase reporter, 24 h | 320,000 tested, 2.4% active | AID 485313 | Potency, µM (highest dose often 9.22 µM), inactives show at the highest dose activation, hits mostly activators;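 note: potency is the fitted concentration of half-maximal effect; % of control where 0% means no effect; nearly all actives have a fitted effect of over 60% in size; reporter is driven by a mutant NPC1 promoter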
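Luminescence read-out of NPC1 promoter-driven luciferase in stably transfected Huh7 cells; compounds delivered in DMSO and left 24 h at 37C, 5% CO2, qHTS titration format.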
ELG1 repair inh – ELG1-dependent DNA repair inhibition. HEK293T ELG1-luciferase reporter, luminescence, 16 h; DNA damage induced by 5-fluorouridine. Potency, µM (series often up to 46.1 µM), inactives show top-dose activity change, negative = inhibition, actives largely listed as inhibitors. 330,000 tested, 2.3% active; note: potency is the fitted concentration of half-maximal effect; % is set by controls: 0 for no effect and ±100 for the full control effect; nearly all actives have a fitted effect of over 55% in size
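Quantitative HTS, concentration-response format. 2,000 cells/well co-treated with 5-fluorouridine and compound, 16 hr in 5% CO2 at 37 °C; ONE-Glo luminescence read after 30 min.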
An asterisk follows results filed as active; u = inconclusive; x = no result given; [ ] = remark or other dose. Unless noted, calls come from the whole dose curve; as a rule, active = well fitted curve in the direction sought with a large enough effect; inconclusive = small, poorly fitted or top-dose-only effect, or another doubt; inactive = no such curve, though single readings can be large; an effect the other way counts as inactive or inconclusive.

SMILES | FLuc counter | KCNH2 3.1 block | RORgamma inh | VP16 counter | Mito fusion act | MBNL1 CUG block | Menin-MLL TR inh | PKM2 activator | Rab9 promoter act | NPC1 prom act | ELG1 repair inh
O=C(CCN1C(=O)C2C3C=CC(C4CC34)C2C1=O)Oc1ccccc1 (stereo unspecified) | 1.8% | -8.3 | -14.4% | -3.2% | -1.7% | 5.7% | -0.8% | -0.4% | -7.3% | -3.8% | 9.1%
CCn1c2c(c(=N)c3c1CCC3)CCCC2 | 0.9% | 31.6 | 15.1% | -6.4% | -0.7% | -3.8% | x | -11.5% | -31.1%[inhibitor] | -12.4% | u
O=C(Nc1oc2ccccc2c(=O)c1-c1ccc(Br)cc1)c1ccco1 | -10.8% | 12.9 | 3.0% | 6.0% | 13.6% | 0.5% | x | x | 1.6% | 1.5% | 1.0%
COc1cc(CC(NC(C)=O)C(=O)NC2CCN(c3c(Cc4ccccc4)c(C)nc4ncnn34)CC2)cc(OC)c1 (stereo unspecified) | -0.4% | 22.9 | 40.2% | -9.9% | -0.8% | -2.6% | -0.7% | 0.6% | -2.4% | 1.1% | u
CCCn1c(SCC(=O)NCc2ccc(Cl)cc2)n[nH]c1=O | 3.9% | 6.7 | -5.2% | 1.0% | 10.2% | -1.6% | -2.1% | -0.1% | -0.8% | -5.5% | -17.8%
CC(=O)Nc1ccc(Oc2ccccc2)cc1 | -1.0% | -7.2 | -2.0% | 14.9% | 0.8% | 3.5% | x | 3.8% | -1.3% | -0.4% | 22.2%
CC(=O)NCCCc1nc2ccccc2n1Cc1ccccc1C | -1.4% | -7.4 | 0.4% | 5.1% | -0.3% | 0.7% | -16.5% | -2.3% | -0.7% | -3.2% | u
O=C(NC1CCCCC1)C(c1cccs1)N(C(=O)Cc1c[nH]c2ccccc12)c1ccc(F)cc1 (stereo unspecified) | 2.1% | -4.9 | 7.0% | -8.8% | 15.2% | -6.9% | -5.6% | 3.8% | 4.4% | -2.7% | -16.3%
c1ccc(Oc2nc(-c3cccnc3)nc3ccccc23)cc1 | 0.3% | 4.8 | -25.0% | -1.2% | 14.0% | -0.1% | x | -4.6% | -1.7% | -5.4% | u
CC(=O)c1ccc(OC(=O)c2nc(-c3ccccc3)oc2C)cc1 | 1.5% | -0.3 | u | 23.8% | 10.9% | -1.9% | 17.2% | 2.6% | -0.9% | 0.7% | -12.2%
Cc1nc2c(cc1NC(=O)c1ccccc1)nc(C)n2Cc1ccccc1 | -0.2% | 3.9 | 6.1% | 8.2% | 0.2% | -3.7% | -15.8% | -1.2% | 10.3% | 1.1% | 17.7%
COc1cc(C2NC(=O)CCC2[N+](=O)[O-])cc(Br)c1OC (stereo unspecified) | -0.9% | 8.4 | 0.3% | -1.8% | -3.9% | -3.5% | -5.6% | x | -7.4% | -0.1% | -1.3%
Cc1cccc(-n2c(-c3csc(C(C)C)c3)n[nH]c2=S)c1 | -11.3% | -17.6 | 1.58µM* | u | 26.7% | -3.5% | -11.8% | -4.6% | -1.4% | -1.8% | 1.3%
COc1ccc2c(CC(=O)NC3CCCc4ccccc43)coc2c1 (stereo unspecified) | -0.9% | -6.5 | u | -0.6% | 11.5% | 4.6% | 15.2% | -2.0% | -1.1% | 1.6% | -7.2%
CCOC(=O)c1c(NC(=O)c2cccs2)sc2c1CCN(C(=O)OCC)C2 | -3.5% | 15.7 | -24.4% | 8.8% | 18.1% | 22.6% | 3.7% | -10.4% | 1.4% | -3.2% | u
COc1ccc(CNCC(O)COc2ccc(C)cc2[N+](=O)[O-])cc1 (stereo unspecified) | -0.7% | -14.1 | -1.8% | 16.7% | -6.5% | 10.3% | x | 7.1% | 0.8% | -0.8% | 12.7%
O=C(O)c1ccccc1C(=O)c1ccc(Br)s1 | u | 5.2 | 6.9% | -16.7% | -1.7% | 43.3%[activator] | -0.5% | -0.9% | -1.1% | -1.5% | -1.8%
O=C(Nc1ccc(N2C(=O)C3C4C=CC(C4)C3C2=O)cc1)Nc1cccnc1 (stereo unspecified) | u | -5.4 | -6.0% | -0.6% | -2.7% | u | 7.7% | -8.5% | -0.1% | 1.1% | -1.9%
CCOc1cc(CNCc2cccs2)ccc1OCC(=O)NC(C)(C)C | -0.8% | -2.3 | 20.7% | 6.9% | -6.0% | x | -1.3% | -4.6% | -0.6% | 1.4% | u
CCCCn1c(N)c(N(CCOC)C(=O)c2cc(S(=O)(=O)N3CCCCC3)ccc2C)c(=O)[nH]c1=O | 0.3% | -16.0 | x | x | 2.7% | x | x | x | -3.7% | -3.6% | -0.4%
COc1ccc(CN2CC(C(=O)NCCc3ccc(C)cc3)CC2=O)cc1 (stereo unspecified) | 2.8% | 10.2 | 14.8% | -3.7% | -2.6% | -5.7% | -11.7% | -11.8% | 2.6% | -4.5% | -1.4%
CCN(CC)c1ncnc2c1[nH]c1ccccc12 | -18.8% | 7.9 | 12.1% | -8.0% | 1.3% | -2.7% | x | -3.1% | -11.2% | -0.2% | u
COc1ccc(/C=C/C(=O)NCc2c(C)nn(C)c2C)cc1COc1ccc(Br)cc1 | 6.1% | 5.4 | 7.1% | u | 7.3% | -3.4% | 21.8% | 7.5% | 3.0% | -1.5% | -16.3%
CC(=O)NC(CCS(C)(=O)=O)C(=O)Nc1nc(C)cs1 (stereo unspecified) | 1.3% | 26.0 | u | -2.2% | -1.0% | -7.0% | 8.6% | -4.0% | -2.4% | 0.4% | u
CCC1SC2=NC(C)=C(C(=O)OC)C(c3ccc(C(=O)OC)cc3)N2C1=O (stereo unspecified) | 0.4% | -0.7 | 5.7% | 0.5% | 1.7% | 18.8% | 7.8% | 0.9% | -9.7% | 0.5% | 16.6%
O=C(COC(=O)c1ccc(F)cc1)Nc1cc(S(=O)(=O)N2CCOCC2)ccc1N1CCCC1 | -0.4% | 0.9 | 16.4% | -7.1% | -0.3% | -1.0% | 9.3% | 0.0% | -2.1% | -1.8% | -8.0%
COc1ccc(CNC(=O)Cc2ccc(-c3ccccc3)cc2)cc1OC | -1.1% | -5.7 | 42.9% | 10.3% | 12.7% | 2.4% | 13.5% | 0.2% | -2.7% | -2.6% | -22.6%
CC1(CCc2ccccc2)NC(=S)N(c2ccc(Cl)cc2)N1 (stereo unspecified) | -1.0% | 6.0 | 10µM* | u | 1.4% | -25.0% | -4.0% | -8.3% | -3.3% | -0.3% | 22.3%
O=C(O)c1ccccc1COc1ccccc1Cl | 15.1µM* | -9.8 | -5.4% | 2.0% | -0.4% | 0.6% | 29.0% | -2.6% | 0.0% | 4.1% | u
CC(=O)N1c2ccc(S(=O)(=O)NCCC(=O)NC3CCC(C)CC3)cc2CC1C (stereo unspecified) | -2.9% | -0.1 | 3.5% | -1.9% | -4.6% | -1.4% | 3.2% | 1.0%[0.46 µM] | -4.7% | -0.8% | 4.4%
CCOCCCNC(=O)CN1CCN(S(=O)(=O)c2ccc3c(c2)CCC3)CC1 | 1.8% | 7.5 | x | x | 2.3% | x | x | x | -2.3% | 2.9% | u
CCCNC(=O)C1CCN(S(=O)(=O)c2c(C)noc2/C=C\c2ccc(OC)cc2)CC1 | 1.3% | 39.2 | 37.2% | 2.7% | 0.2% | 14.3% | u | 1.9% | -1.2% | -2.0% | 1.2%
Cc1cccc(/C(N)=N/OC(=O)c2ccc3c(c2)OCO3)c1 | 0.19µM* | -5.0 | 10µM* | u | 3.4% | -6.1% | -4.1% | -75.4% | 2.82µM* | 2.82µM* | u
COc1cc(CNCCC2CCOC(C)(C)C2)ccc1O (stereo unspecified) | 5.0% | -12.4 | -6.6% | -5.1% | -3.2% | -8.3% | -11.4% | -0.2% | -4.0% | -4.0% | 1.4%
O=C(CN1C(=O)NC(Cc2c[nH]c3ccccc23)C1=O)NC1CC1 (stereo unspecified) | -0.5% | -3.9 | 7.4% | -4.8% | -2.5% | 2.7% | x | -5.0% | -2.8% | -0.6% | -1.9%
c1ccc(CN2OCC3Cn4c(nc5ccccc54)C32)cc1 (stereo unspecified) | -1.3% | 6.8 | -18.1% | 7.2% | -18.7% | -0.3% | x | -2.8% | -5.4% | -2.9% | u
CCn1ncc(/C=N\NC(=O)COc2cc(C)cc(C)c2)c1C | -12.4% | 1.8 | 6.8% | -3.1% | -7.2% | -6.4% | -9.7% | -3.9% | -10.6% | -19.2% | u

Some of the compounds tested; count on the stated rates, not on these rows.
